# proCasp3 act – activates human procaspase-3; recombinant procaspase-3 D3A, Ac-DEVD-pNA absorbance 405 nm; hit rate 0.11% among 330,000; activation, % at 8.5 µM; P42574;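 active = activation above the mean of all tested compounds plus 3 SD, cut at about 21% in these data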;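 note: 0% = DMSO alone and 100% = DMSO wells spiked with extra 5 µM PC-3 D3A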
# Target sequence (P42574 whole entry D9A/D28A/D175A): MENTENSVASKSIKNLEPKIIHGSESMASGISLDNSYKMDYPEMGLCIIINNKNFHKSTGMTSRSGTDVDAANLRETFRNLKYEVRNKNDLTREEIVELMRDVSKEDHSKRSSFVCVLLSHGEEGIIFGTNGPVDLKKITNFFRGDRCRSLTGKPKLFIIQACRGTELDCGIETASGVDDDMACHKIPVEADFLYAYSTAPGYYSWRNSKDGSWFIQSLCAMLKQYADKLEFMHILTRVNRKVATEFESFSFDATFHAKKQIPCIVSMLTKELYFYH
#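 Test system: Procaspase-3 D3A mutant, all three cleavage aspartates alanine | Dosing: Single dose, 8.5 µM nominal compound, 0.8% DMSO | Schedule: 1 h preincubation, 2 h reaction | Technique: 405 nm absorbance of p-nitroaniline, reads at 0 and 120 min | Repeats: One well per compound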
# CIT2-GFP yeast – modulators of TOR pathway CIT2-GFP in S. cerevisiae; hit rate 0.065% among 320,000; S. cerevisiae CIT2-GFP strain, flow cytometry, 3 h; 100 means same as DMSO wells; GFP response vs DMSO, % at 10 µM;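 active = GFP response relative to DMSO above a set limit, near the screen mean plus 3 SD, cut at about 150% in these data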;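 note: ratio of well median GFP fluorescence to mean of DMSO wells on the plate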
# LAP4-GFP MLPCN – yeast TOR pathway LAP4-GFP modulation; S. cerevisiae LAP4-GFP multiplex, flow cytometry GFP, 3 h; median GFP as percent of DMSO wells; hit rate 0.34% among 320,000; GFP response vs DMSO, % at 10 µM; AID 2023;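 active = GFP response vs DMSO above a set limit, about the screen mean plus 3 SD, cut at about 150% in these data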
# proCasp7 act – counter-screen for procaspase-3 activators: activators of human procaspase-7 | AID 463210 | activation, % at 8.5 µM | recombinant procaspase-7, Ac-DEVD-pNA absorbance 405 nm; D23A/D198A/D206A triple mutant, cannot self-cleave; scale: DMSO 0, 5 µM enzyme 100 | hit rate 0.093% among 330,000;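 active = percent activation above the screen-wide mean plus 3 SD, cut at about 25% in these data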
#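 Replicates: singlicate. Assay system: Procaspase-7 triple mutant (PC-7 D3A). Signal: 405 nm absorbance of p-nitroaniline. Times: 1 h preincubation, 2 h reaction. Buffer or medium: Zinc-free HEPES pH 7.4 with 300 mM NaCl, 0.01% Triton X-100. Also added: DEVD-pNA substrate. Benchmarks: DMSO wells as 0%, DMSO with 5 µM added PC-7 as 100%.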
# RPL19A TOR yeast – yeast TOR pathway RPL19A-GFP modulation. S. cerevisiae RPL19A-GFP strain, flow cytometry, 3 h; active compounds read low. percent response vs DMSO, % at 10 µM. hit rate 0.3% among 330,000. AID 2025;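 active = percent response vs DMSO below 50%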;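 note: median channel GFP fluorescence of the barcoded RPL19A-GFP strain; ratio of sample median GFP to plate DMSO average so 100% = DMSO; lower means less RPL19A-GFP as with rapamycin TOR inhibition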
# MEP2-GFP yeast – alters MEP2-GFP fluorescence in TOR pathway yeast screen; hit rate 0.51% among 330,000; GFP response vs DMSO, % at 10 µM; S. cerevisiae MEP2-GFP strain, flow cytometry GFP, 3 h; 100% = DMSO control level;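 active = GFP response versus DMSO above a set limit, roughly screen mean plus 3 SD, cut at about 180% in these data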;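 note: median GFP fluorescence of the barcode-gated MEP2-GFP cells per well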
# AHR act – human AHR activation | activation, % at 5 µM | AID 2796 | AHR-responsive luciferase reporter cells, luminescence | hit rate 2.5% among 320,000; in the data active = activation above about 47%;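 note: 0% = vehicle wells and 100% = reference agonist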
# Target sequence (P35869 whole entry, looked up): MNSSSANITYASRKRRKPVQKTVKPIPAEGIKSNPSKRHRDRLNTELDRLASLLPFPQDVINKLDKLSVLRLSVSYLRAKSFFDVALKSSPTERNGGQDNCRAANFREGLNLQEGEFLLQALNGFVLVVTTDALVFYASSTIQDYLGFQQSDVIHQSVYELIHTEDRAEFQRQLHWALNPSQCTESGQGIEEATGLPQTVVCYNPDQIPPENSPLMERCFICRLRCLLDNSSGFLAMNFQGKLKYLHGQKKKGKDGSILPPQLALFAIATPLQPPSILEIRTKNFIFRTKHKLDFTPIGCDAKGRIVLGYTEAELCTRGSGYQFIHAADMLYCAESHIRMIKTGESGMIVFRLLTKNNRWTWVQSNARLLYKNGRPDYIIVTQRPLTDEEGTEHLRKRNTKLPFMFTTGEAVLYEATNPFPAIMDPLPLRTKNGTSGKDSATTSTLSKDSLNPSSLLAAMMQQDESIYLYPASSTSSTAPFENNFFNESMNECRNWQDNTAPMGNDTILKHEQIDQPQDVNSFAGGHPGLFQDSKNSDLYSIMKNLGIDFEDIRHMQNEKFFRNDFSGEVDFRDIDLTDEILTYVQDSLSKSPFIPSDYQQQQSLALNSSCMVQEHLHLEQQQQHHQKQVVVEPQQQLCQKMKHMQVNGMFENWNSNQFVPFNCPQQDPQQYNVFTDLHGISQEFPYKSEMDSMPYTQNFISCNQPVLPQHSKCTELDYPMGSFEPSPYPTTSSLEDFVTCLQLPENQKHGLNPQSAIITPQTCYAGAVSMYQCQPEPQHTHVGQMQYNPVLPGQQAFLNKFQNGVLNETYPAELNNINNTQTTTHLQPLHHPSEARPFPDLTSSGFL
# AGP1-GFP MLPCN – alters AGP1-GFP fluorescence in TOR pathway yeast screen | S. cerevisiae AGP1-GFP multiplex flow cytometry, 3 h; GFP as percent of DMSO wells | hit rate 0.02% among 320,000 | GFP response vs DMSO, % at 10 µM;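 active = GFP response relative to DMSO above a set limit, near screen average plus 3 SD, cut at about 150% in these data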;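 note: median GFP channel fluorescence of the gated AGP1 strain per well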
# Starred values were filed as active, the others as inactive.
SMILES,proCasp3 act,CIT2-GFP yeast,LAP4-GFP MLPCN,proCasp7 act,RPL19A TOR yeast,MEP2-GFP yeast,AHR act,AGP1-GFP MLPCN
COc1ccc(Nc2nc(NN)nc(Nc3ccc(OC)cc3)n2)cc1,5,110,95,6,101,107,14,102
C/C(=C\c1ccccc1)CN1CCN(C(C)C)C(CCO)C1 (stereo not drawn),6,108,92,-8,105,107,0,102
COC(=O)[C@@]12CCCN1[C@H](c1ccc(-c3ccc(F)cc3)c(OC)c1)[C@H]1C(=O)N(C)C(=O)[C@H]12,3,88,88,-12,90,102,5,93
CC(=O)Nc1ccc(N2C(C(C)=O)=NN(c3ccccc3)C2c2cccs2)cc1 (stereo not drawn),-6,92,106,-20,99,90,3,104
CC1=C(C(=O)OCc2ccccc2)C(c2cccnc2)c2c(n(C)c(=O)n(C)c2=O)N1 (stereo not drawn),-5,98,109,-11,96,118,3,93
O=C(COC(=O)c1ccccc1Cl)NCc1ccco1,-13,83,85,-15,80,82,-1,81
Cc1ccc(CNc2ccc(Cl)cc2[N+](=O)[O-])cc1,-1,111,116,5,104,102,-6,109
CC(C)Cc1cc(C(=O)Nc2cc(C(F)(F)F)ccc2Cl)no1,-5,96,96,2,97,98,21,96
COc1ccc(CC(=O)NCC(=O)N=Nc2c(O)[nH]c3ccccc23)cc1,-4,114,124,-9,85,147,4,118
N[C@@H](CCC(=O)N[C@@H](CSN=O)C(=O)NCC(=O)O)C(=O)O,6,85,104,-12,98,98,-3,84
Cc1cccc(N2CCN(C(=O)c3ccc4nc(N5CCCCC5)sc4c3)CC2)c1C,2,92,126,6,97,95,1,100
Cc1ccc(-c2ccc(/C=N/O)o2)cc1[N+](=O)[O-],1,92,134,4,100,92,-8,86
CC1C(=O)N2CCCc3cc(NC(=O)CC(C)(C)C)cc1c32 (stereo not drawn),-5,95,96,3,96,98,24,96
COc1ccc(NC(=O)COc2cccc3c2OC(C)(C)C3)cc1OC,12,83,109,-1,101,101,1,101
CCCS(=O)(=O)c1nc(S(=O)(=O)c2ccc(C)cc2)c(N2CCN(CC)CC2)s1,1,91,95,-2,91,92,-3,91
COc1ccc(N(C(=O)c2ccco2)C(C(=O)NC2CCCC2)c2cccnc2)c(OC)c1 (stereo not drawn),-3,103,100,8,102,105,1,105
N/C(=N\c1nc(CSc2ccccn2)cc(=O)[nH]1)Nc1ccc(Cl)cc1Cl,1,109,94,-6,98,99,27,98
CCOC(=O)c1ccc(NS(=O)(=O)c2ccc3c(c2)n(C)c(=O)n3C)cc1,6,88,84,-8,99,102,1,90
Clc1cccc(Cl)c1CSc1nnc([C@@H]2CCCN2)o1,1,94,101,-9,93,92,-2,104
O=c1/c(=C/c2ccco2)sc2n1CN(c1cccc(Br)c1)CN=2,7,86,97,-10,96,103,6,104
O=C(N/N=C/c1ccccc1)c1cc[n+]([O-])cc1,5,107,102,-11,106,108,0,103
CCNC(=O)CC1C(=O)N(c2ccc(F)cc2)C(=O)N1CCc1sccc1C (stereo not drawn),5,101,92,-6,101,100,-1,98
CN(CC(CC(=O)Nc1nncs1)c1ccccc1)S(=O)(=O)c1ccccc1 (stereo not drawn),4,100,92,12,96,97,0,100
CN(C)S(=O)(=O)c1ccc(C(=O)Nc2ccc3c(c2)CCC3)cc1,-1,100,103,6,101,112,3,101
O=C(Nc1ccc(Cl)cc1)c1cccc(N2C(=O)C3C4CCC(C4)C3C2=O)c1 (stereo not drawn),0,111,73,2,112,84,11,76

# Laid out differently: 3 of the compounds above.
structure | proCasp3 act | CIT2-GFP yeast | LAP4-GFP MLPCN | proCasp7 act | RPL19A TOR yeast | MEP2-GFP yeast | AHR act | AGP1-GFP MLPCN
COc1ccc(N(C(=O)c2ccco2)C(C(=O)NC2CCCC2)c2cccnc2)c(OC)c1 (stereo not drawn) | -3 | 103 | 100 | 8 | 102 | 105 | 1 | 105
COc1ccc(NC(=O)COc2cccc3c2OC(C)(C)C3)cc1OC | 12 | 83 | 109 | -1 | 101 | 101 | 1 | 101
O=C(COC(=O)c1ccccc1Cl)NCc1ccco1 | -13 | 83 | 85 | -15 | 80 | 82 | -1 | 81

# Additional entries.
SMILES,proCasp3 act,CIT2-GFP yeast,LAP4-GFP MLPCN,proCasp7 act,RPL19A TOR yeast,MEP2-GFP yeast,AHR act,AGP1-GFP MLPCN
CCOCCCNC(=O)c1c[nH]c2ccc(S(=O)(=O)Nc3cccc(OC)c3)cc2c1=O,8,85,95,-7,99,99,8,94
CCOC(=O)c1sc2nc(NC(=O)C(C)(C)C)sc2c1C,6,87,96,7,94,98,-7,94
CC(C)(C)NC(=O)C1CC(=O)N(CCc2ccc(F)cc2)C1 (stereo not drawn),0,106,96,-1,102,105,0,103
O=C(N/N=C\c1cccc(Br)c1)c1ccccc1-n1cccc1,-3,77,98,2,96,93,65*,91
CC[C@H](C)C(C(=O)N1CCN(C(=O)OC(C)(C)C)CC1)n1cc(C(CO)NC(=O)OC(C)(C)C)nn1 (stereo partly drawn),-10,95,94,-5,95,94,3,98
Cc1nn(-c2cc(C)c3ccccc3n2)c2c1C1C(C2)C1(C)C (stereo not drawn),1,89,99,-2,91,100,3,93
FC(F)(F)c1cc(CCN2CCNC[C@@H]2Cc2ccccc2)cc(C(F)(F)F)c1,0,99,105,4,103,89,1,89
COc1cc(C=C2C(=O)OC(c3ccccc3)OC2=O)cc(Br)c1O (stereo not drawn),3,90,108,-2,94,95,0,99
Cc1cc(=O)c(C(=O)Nc2cccc(N3CCCC3=O)c2)nn1-c1ccccc1F,1,96,104,9,110,99,5,97
CCC(=O)NC(C)c1nc2ccccc2n1C (stereo not drawn),1,101,103,2,100,103,-1,103
O=C(CN1C(=O)NC2(CCCC2)C1=O)Nc1cc(Cl)ccc1Oc1ccccc1,2,101,105,-9,98,113,2,103
O=C1CSc2ccc(S(=O)(=O)CCC(=O)NC3CCCCC3)cc2N1,-1,123,138,-6,96,125,-1,127
O=C(NC(=O)c1ccccc1)C1=C(N2CCCC2)COC1=O,1,104,91,9,94,87,-1,94
O=C(Cn1cnc2ccccc2c1=O)c1ccc(OC(F)F)cc1,-11,86,90,-4,98,86,-1,85
O=C(COC(=O)c1nc(Cl)ccc1Cl)NC1CCS(=O)(=O)C1 (stereo not drawn),8,91,105,2,93,96,0,103
O=C(NC(=S)Nc1ccccc1N1CCCC1)c1ccc(-c2cccc([N+](=O)[O-])c2)o1,-5,99,94,-5,94,97,12,92
Cc1ccc(C(=O)c2sc3nc4c(cc3c2N)CCC4)cc1,-1,93,84,7,96,93,30,88
Cc1ccccc1N1CCN(C(=O)[C@@H]2CCCN2C2=NS(=O)(=O)c3ccccc32)CC1,5,90,90,-8,92,93,-1,88
O=C(Nc1cc(Cl)ccc1N1CCOCC1)c1ccc2c(c1)OCCO2,7,78,104,0,88,90,2,86
N#C/C(=C\c1ccc(O)c(O)c1)C(=O)NCc1ccccc1,-16,121,121,-15,106,94,0,96
CC(C)CC(NC(N)=O)C(=O)OCC(=O)Nc1ccc(SC(F)F)cc1 (stereo not drawn),1,103,103,1,98,95,3,105
CC1=NN(c2ccccc2)C(=O)C1C(=O)c1cc([N+](=O)[O-])cc([N+](=O)[O-])c1 (stereo not drawn),7,96,96,-4,104,96,7,100
COc1ccc(N2CCN(C(=O)c3ccc(C)c(Cl)c3)CC2)cc1,-3,92,107,11,98,94,-2,101
Cn1nnnc1Sc1ncnc2scc(-c3cccc4ccccc34)c12,4,102,102,12,99,99,19,97
CSc1ccc(NC(=O)NCc2ccccc2)cc1,-1,98,110,-9,82,97,2,106

# Laid out differently: results already given
> O=C1CSc2ccc(S(=O)(=O)CCC(=O)NC3CCCCC3)cc2N1
- proCasp3 act: -1
- CIT2-GFP yeast: 123
- LAP4-GFP MLPCN: 138
- proCasp7 act: -6
- RPL19A TOR yeast: 96
- MEP2-GFP yeast: 125
- AHR act: -1
- AGP1-GFP MLPCN: 127

> O=C(NC(=O)c1ccccc1)C1=C(N2CCCC2)COC1=O
- proCasp3 act: 1
- CIT2-GFP yeast: 104
- LAP4-GFP MLPCN: 91
- proCasp7 act: 9
- RPL19A TOR yeast: 94
- MEP2-GFP yeast: 87
- AHR act: -1
- AGP1-GFP MLPCN: 94

# Next section:
SMILES,proCasp3 act,CIT2-GFP yeast,LAP4-GFP MLPCN,proCasp7 act,RPL19A TOR yeast,MEP2-GFP yeast,AHR act,AGP1-GFP MLPCN
Cc1ccc(/C=C2/SC(=S)N(CCC(=O)N3CCN(C)CC3)C2=O)cc1,-12,90,99,-16,88,86,-1,88
O=C(CCN1CCN(S(=O)(=O)c2ccc(Cl)cc2)CC1)Nc1ccccc1F,10,103,102,-3,101,102,1,101
CCOC(=O)C1CCN(Cc2ccccc2C(F)(F)F)CC1,-9,95,95,9,99,101,-2,96
Nc1nnc2c(n1)CCCC2,-9,104,103,-23,103,110,4,109
O=C/C=C/c1c(-c2ccccc2)cc2oc3ccccc3cc1-2,-8,100,94,-7,100,94,20,97
Cc1ccc2nc(COC(=O)c3cnccn3)cc(=O)n2c1,0,99,96,6,97,95,0,101
NS(=O)(=O)c1ccc(CCNC(=O)c2cccc(S(=O)(=O)N3CCCC3)c2)cc1,5,96,97,1,91,99,0,92
O=C(O)CC/C(=N\NC(=O)CNC(=O)/C=C/c1ccccc1)c1ccccc1,4,97,100,-7,95,104,6,96
CCCCNc1cc(Cl)nc(N)n1,10,90,102,5,95,97,7,98
COc1cc2cc(C(c3nnnn3C3CCCCC3)N(C)C3CCCCC3)c(=O)[nH]c2cc1OC (stereo not drawn),-3,99,104,-4,100,106,-1,104
Cc1ccc(CN(C(=O)c2ccccc2C)C2CCS(=O)(=O)C2)o1 (stereo not drawn),8,109,78,-3,105,102,3,95
O=c1[nH]ncn2cccc12,-12,91,97,-10,100,110,4,80
COc1ccccc1C(=O)OCC(=O)NC(=O)NCc1ccccc1,0,109,85,7,107,99,-1,99
COc1ccc(C(CNC(=O)c2cccc(S(=O)(=O)NCc3ccccc3)c2)N2CCOCC2)cc1 (stereo not drawn),5,99,109,-1,103,96,5,111
O=C(c1ccccc1)N1CCN(S(=O)(=O)N2CCOCC2)CC1,-7,87,106,6,90,103,0,104
Cc1cc(-c2ccc(/C=N/n3cnnc3)o2)c(C)c([N+](=O)[O-])c1,6,88,79,-8,94,95,16,81
Cc1ccc(NC(=O)CSc2nncn2-c2ccccn2)cc1Cl,0,89,96,0,91,88,9,91
Cc1cc2nc(Cl)c(Cl)nc2cc1C,5,105,94,10,102,104,-1,113
CCn1ncc(/C=C/C(=O)NCc2cnn(C)c2C)c1C,-5,106,102,8,104,108,0,108
Clc1ccc(-c2nc(Cc3ccccc3Cl)no2)cc1,1,107,101,11,106,103,-5,113
CCOC(=O)[C@@H]1[C@H]2COc3cc(OC)ccc3[C@H]2N2C(=O)N(c3ccc(OC)cc3)C(=O)[C@]12C,2,90,91,13,95,97,1,100
NC(=O)N/N=C/c1coc2ccc(O)cc2c1=O,7,88,98,4,97,95,1,98
CCOC(=O)C1CCCN(C(=O)c2cn(CC)c3ccc(S(=O)(=O)N4CCCC4)cc3c2=O)C1 (stereo not drawn),1,95,101,2,99,98,-1,97
CC(NC(=O)c1ccc(CS(C)(=O)=O)cc1)C1CC2CCC1C2 (stereo not drawn),4,104,112,3,101,105,4,108
O=c1c2cc3c(cc2[nH]c(=S)n1Cc1ccco1)OCO3,-2,100,103,-2,96,96,31,97
CC(NC(=O)CN(C)CC(=O)Nc1cccc(F)c1)c1ccccc1 (stereo not drawn),-5,86,94,1,90,93,5,90

# No enrichment for hits; about 3.5% have a hit in one of these screens.
